High-throughput results as filed in PubChem.
NPSR antagonist: qHTS Assay for Antagonists of the Neuropeptide S Receptor: cAMP Signal Transduction. Q6W5P4. CHO-NPSR cells, cAMP TR-FRET, antagonist mode. Potency, µM (top dose mostly 38.3 µM), for the others: at the highest dose activity change, negative = inhibition, usual class: inhibitors. hit rate 1% among 220,000; also: potency is read from the fitted curve at half-maximal effect; % is scaled to controls: 0 for no effect and ±100 for the full control effect; nearly all actives have a fitted effect of over 50% in size; many of its hits are not listed in these tables
TexasRed fluor: Total Fluorescence Counterscreen for Inhibitors of the Interaction of Thyroid Hormone Receptor and Steroid Receptor Coregulator 2; AID 1479, 2009; Potency, µM (highest dose often 106 µM), inactives show top-dose fluorescence change, negative = quenching; hit rate 0.29% among 280,000; TRb/SRC2 Texas Red total fluorescence interference; active = well fitted curve in either direction with a large enough effect; inconclusive = small, poorly fitted or top-dose-only effect; also: potency is read from the fitted curve at half-maximal effect; % is scaled to controls: 0 for no effect and ±100 for the full control effect
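Flags fluorescent or light-absorbing compounds by total fluorescence, S + 2P, at 555 nm excitation and 632 nm emission. Mixture: 20 nM Texas Red SRC2 peptide, 0.6 uM human TRb LBD, 1 uM T3, 5% DMSO; compound exposure 5 h at ambient temperature.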
Epigenetic derep: Quantitative High-Throughput Screen for Regulators of Epigenetic Control | hit rate 0.2% among 280,000 | murine LDR cells, GFP reporter derepression, 30 h | Potency, µM (top dose mostly 53.9 µM), for the others: at the top dose GFP activation, actives largely listed as activators; also: potency is read from the fitted curve at half-maximal effect; % of control where 0% means no effect; nearly all actives have a fitted effect of over 60% in size
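Reporter derepression read as number of fluorescent GFP-positive objects, 20-120 um in size, counted by laser-scanning cytometer. Mouse LDR line with an epigenetically silenced CMV-GFP locus; compound incubation 30 h, 37 C.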
Tau FP inhib: qHTS for Inhibitors of Tau Fibril Formation, Fluorescence Polarization | Microtubule-associated protein tau (Homo sapiens), P10636 | K18 P301L tau heparin fibrillization, Alexa594 FP, 6 h | Potency, µM (titrated, usually from 57.7 µM), for inactives: at the top dose activity, negative = inhibition, hits mostly inhibitors | hit rate 0.39% among 280,000; also: potency is read from the fitted curve at half-maximal effect; % is scaled to controls: 0 for no effect and ±100 for the full control effect; nearly all actives have a fitted effect of over 55% in size
Target sequence (P10636 561-689 P618L limits assumed): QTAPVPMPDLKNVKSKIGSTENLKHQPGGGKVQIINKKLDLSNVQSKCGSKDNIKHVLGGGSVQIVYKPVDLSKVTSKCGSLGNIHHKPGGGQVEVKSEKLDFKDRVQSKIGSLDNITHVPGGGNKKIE
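Quantitative HTS format: compounds meet 15 uM recombinant K18 P301L tau and Alexa 594-tau tracer in 100 mM sodium acetate pH 7; 20 uM heparin triggers fibrillization at 37 C over 6 hr; FP gives the signal.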
Tau fluor counter: Counterscreen qHTS for Inhibitors of Tau Fibril Formation, Fluorescence Polarization; tau K18 P301L (four-repeat tau fragment) Alexa594 fluorescence, heparin fibrillization; Potency, µM (doses to about 57.7 µM), without a hit: top-dose activity change, negative = decrease; hit rate 0.93% among 280,000; AID 1463, 2008; also: potency is read from the fitted curve at half-maximal effect; % is scaled to controls: 0 for no effect and ±100 for the full control effect; nearly all actives have a fitted effect of over 55% in size
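Human K18 P301L tau (15 uM unlabeled plus 0.24 uM Alexa 594-labeled, final) in 100 mM sodium acetate pH 7 was mixed with compound and 20 uM heparin and incubated 6 hr at 37 C.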
GLA spleen mod: qHTS Assay for Inhibitors and Activators of Human alpha-Galactosidase From Spleen Homogenate | hit rate 0.008% among 240,000 | human spleen homogenate, 4MU-alpha-Gal fluorescence, 40 min | Potency, µM (doses to about 80 µM), for the others: at the highest dose activity change, negative = inhibition, actives largely listed as inhibitors | Alpha-galactosidase A (Homo sapiens), P06280;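 also: potency is read from the fitted curve at half-maximal effect; 0% = enzyme with vehicle and -100% = no enzyme basal signal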
Target sequence (P06280 32-429 limits assumed): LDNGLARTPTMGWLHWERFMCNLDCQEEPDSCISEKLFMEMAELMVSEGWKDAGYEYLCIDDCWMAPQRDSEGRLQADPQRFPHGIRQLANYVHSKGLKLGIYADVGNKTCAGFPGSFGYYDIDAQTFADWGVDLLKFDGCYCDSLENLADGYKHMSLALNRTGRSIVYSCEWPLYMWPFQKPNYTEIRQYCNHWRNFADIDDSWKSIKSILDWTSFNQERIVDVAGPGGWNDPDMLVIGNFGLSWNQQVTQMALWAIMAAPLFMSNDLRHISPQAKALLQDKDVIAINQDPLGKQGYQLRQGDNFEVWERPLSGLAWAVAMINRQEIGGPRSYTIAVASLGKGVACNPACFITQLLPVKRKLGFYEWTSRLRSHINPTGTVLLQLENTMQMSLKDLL
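Fluorogenic readout (Ex 365/Em 440 nm) of 4-methylumbelliferone released from 1 mM 4-MU-alpha-galactoside by spleen homogenate, 40 min at 37C, pH 5.0. Data normalized to no-enzyme and enzyme controls; Hill-equation AC50 from compound titrations.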
TRb-SRC2 inh: qHTS for Inhibitors of the Interaction of Thyroid Hormone Receptor and Steroid Receptor Coregulator 2; hit rate 0.065% among 280,000; TRbeta-SRC2 peptide binding, fluorescence polarization; receptor liganded with 1 µM T3; Potency, µM (series often up to 106 µM), for inactives: at the highest dose activity change, negative = inhibition, most hits filed as inhibitors;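 also: potency is read from the fitted curve at half-maximal effect; plate controls were bound peptide for no effect and peptide without receptor for full effect; nearly all actives have a fitted effect of over 50% in size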
Target sequence (P10828 whole entry, looked up): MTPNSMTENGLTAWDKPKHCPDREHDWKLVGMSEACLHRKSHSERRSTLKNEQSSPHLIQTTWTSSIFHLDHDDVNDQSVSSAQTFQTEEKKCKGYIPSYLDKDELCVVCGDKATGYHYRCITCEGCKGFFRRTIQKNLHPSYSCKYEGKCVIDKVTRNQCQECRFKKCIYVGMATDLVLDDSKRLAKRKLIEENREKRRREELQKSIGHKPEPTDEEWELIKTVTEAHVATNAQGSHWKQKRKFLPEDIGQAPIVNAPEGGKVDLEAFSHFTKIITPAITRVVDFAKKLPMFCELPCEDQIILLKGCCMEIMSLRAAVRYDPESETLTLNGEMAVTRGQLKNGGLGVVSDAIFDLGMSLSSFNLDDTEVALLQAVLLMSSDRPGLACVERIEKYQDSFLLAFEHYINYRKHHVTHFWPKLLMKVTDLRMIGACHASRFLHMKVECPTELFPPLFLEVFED
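A fluorescence polarization screen tested compounds at multiple concentrations against complex formation between 0.6 uM TRb ligand-binding domain and 20 nM Texas Red SRC2 peptide, with 1 uM T3 present; readout after 5 hr.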
CBFb-RUNX1 inh: qHTS Assay for Compounds Blocking the Interaction Between CBF-beta and RUNX1 for the Treatment of Acute Myeloid Leukemia. Runt-related transcription factor 1 (Homo sapiens) + Core-binding factor subunit beta …. AlphaScreen CBFb-His/RUNX1-biotin binding, biochemical. Potency, µM (highest dose often 59.8 µM), for the others: at the top dose activity, negative = inhibition, actives largely listed as inhibitors. 230,000 tested, under 10 active; also: % of control where 0% means no effect
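Interaction loss through any mechanism counts as activity. Pre-formed complex of His-CBF-beta and biotin-RUNX1 (30 nM apiece) is incubated with compound 15 min, then with 50 ng nickel and 50 ng streptavidin beads for 90 min before AlphaScreen detection.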
* marks the source's active call; other numbers are inactive results; ? = inconclusive; nt = no result given; [ ] = another dose, or the depositor's remark. Unless noted, calls follow the shape of the dose curve; as a rule, active = well fitted curve in the direction sought with a large enough effect; inconclusive = small, poorly fitted or top-dose-only effect, or another doubt; inactive = no such curve, though single readings can be large; an effect the other way counts as inactive or inconclusive.

Sample of the layout, three compounds:
SMILES | NPSR antagonist | TexasRed fluor | Epigenetic derep | Tau FP inhib | Tau fluor counter | GLA spleen mod | TRb-SRC2 inh | CBFb-RUNX1 inh
COc1ccc(CCNC(=O)C2CC2)cc1OC | 25%[46.1 µM] | -6% | -6.2% | 5% | 0% | 0% | 2% | -12%
COc1ccc(C(CC(=O)Nc2ncccc2C)N2Cc3ccccc3C2=O)cc1OC (stereo unspecified) | nt | 0% | -1.6% | -3% | -7% | nt | -4% | nt
COc1ccc(C2=Nn3c(nnc3-c3cc(OC)ccc3OC)SC2)cc1 | nt | 0% | nt | nt | nt | 7% | -3% | -7%

This part in full (from the top)
SMILES | NPSR antagonist | TexasRed fluor | Epigenetic derep | Tau FP inhib | Tau fluor counter | GLA spleen mod | TRb-SRC2 inh | CBFb-RUNX1 inh
COc1ccc(CCNC(=O)C2CC2)cc1OC | 25%[46.1 µM] | -6% | -6.2% | 5% | 0% | 0% | 2% | -12%
COc1ccc(C(CC(=O)Nc2ncccc2C)N2Cc3ccccc3C2=O)cc1OC (stereo unspecified) | nt | 0% | -1.6% | -3% | -7% | nt | -4% | nt
COc1ccc(C2=Nn3c(nnc3-c3cc(OC)ccc3OC)SC2)cc1 | nt | 0% | nt | nt | nt | 7% | -3% | -7%
CC(C)CNc1nc(Oc2ccc(=O)n(C)n2)nc(N2CCOCC2)n1 | -10%[46.1 µM] | -1% | 0.0% | -8% | -7% | 2% | -3% | -1%
Cc1c(NC(=O)c2cccs2)cccc1-c1nc2cc(Cl)ccc2o1 | nt | -10% | -3.2% | -16% | ? | nt | 10% | nt
Cc1cccc(CS(=O)(=O)Cc2ccc(C(=O)O)o2)c1 | -13%[46.1 µM] | -1% | 0.0% | 2% | -2% | 8% | -15% | 7%
CCC(=O)Oc1cc(C(C)(C)C)cc2cc(-c3nc(-c4ccc(OC)cc4OC)no3)c(=O)oc12 | nt | -2% | -1.4% | 1% | -17% | nt | 1% | nt
CCOC(=O)c1c(CN(CC)CC)oc2cc(Br)c(O)cc12 | -4%[46.1 µM] | 0% | -6.5% | -2% | -14% | -17% | -1% | -8%
COc1ccc(C(=O)Nn2c(SCC(=O)NC3CCCCC3)nc3ccccc3c2=O)cc1 | -6%[46.1 µM] | 1% | -1.0% | -6% | -17% | -13% | 6% | -8%
CC(C)N1C(=O)C(Cc2nc3ccccc3c(=O)n2-c2ccccc2)c2ccccc21 (stereo unspecified) | -30%[46.1 µM] | 1% | -1.2% | -1% | 1% | -3% | -16% | -4%
Cc1cccc(C)c1OCCn1c(CCNC(=O)C2CCCCC2)nc2ccccc21 | nt | -1% | 0.9% | 7% | -5% | nt | -6% | nt
CN1CCN(CC(O)(c2ccc(Cl)cc2)c2ccc(Cl)cc2)CC1 | -50% | -1% | -0.1% | -1% | -9% | 6% | -4% | -15%
O=C(CCn1[nH]c(=O)c2ccccc2c1=O)N1CCOCC1 | -4%[46.1 µM] | 0% | 1.4% | -1% | -10% | -5% | 4% | 0%
Cc1cccnc1NS(=O)(=O)c1cccc([N+](=O)[O-])c1 | 19% | -2% | -1.0% | 4% | 1% | -4% | 3% | 1%
CCCCC/C=C\C/C=C\C/C=C\C/C=C\CCCCCC(=O)NCC(=O)O | nt | -2% | -0.3% | 3% | -1% | 0% | 2% | 14%
COc1ccc(N2CCC(CNC(=S)Nc3c(C)cccc3C)C2)cc1 (stereo unspecified) | -49% | 0% | -1.5% | 9% | ? | -1% | 0% | -26%
CC(C)(C)C1(c2ccccc2)NC(=O)N(CC(=O)N2CCOCC2)C1=O (stereo unspecified) | -4%[46.1 µM] | -2% | 0.0% | 0% | 2% | -18% | -13% | 3%
CC(C)(CNC(=O)/C=C/c1ccc(F)cc1)CNC(=O)/C=C/c1ccc(F)cc1 | -40% | 0% | -1.0% | 4% | -19% | -3% | 7% | -3%
O=C(CN1CCNCC1)Nc1ccc(Oc2ccccc2)cc1 | 8%[46.1 µM] | -1% | 0.3% | -3% | -1% | -6% | -8% | 0%
CN1CCC(OC(=O)COc2ccccc2)CC1 | -3%[46.1 µM] | -3% | -1.2% | 4% | 2% | 5% | -8% | -1%
COc1nc2c(C)cccc2cc1-c1noc(-c2ccco2)n1 | 9%[46.1 µM] | 0% | 2.5% | -8% | -6% | 13% | -2% | 13%
CCOC(=O)c1c(C)[nH]c(C)c1C(=O)COC(=O)c1cc2ccccc2cc1OC | 0% | 0%[53 µM] | -1.3% | -3% | ? | 6% | 3%[53 µM] | -16%
C=C1CC2COC(=O)C2(Cc2ccc3ccccc3c2)C1 (stereo unspecified) | nt | 3% | nt | nt | nt | -6% | 5% | 28%
O=C(C1=C[C@@H]2[C@H]3C(=O)N(c4ccccc4)C(=O)[C@H]3[C@@H](C(=O)c3ccc(Cl)cc3)N2C=C1)c1ccccc1 | 0% | 1% | -1.5% | ? | ? | -3% | 8% | -20%
CC(C)C(=O)Nc1cccc(-c2csc(-c3ccccc3)n2)c1 | -28% | 0% | -1.0% | ? | ? | 1% | 10% | 6%
COc1ccc(C2/C=C\CN(C(=O)Nc3ccccc3)CC(=O)N2Cc2ccc(F)cc2)cc1 (stereo unspecified) | 10% | -1% | 2.4% | -5% | -11% | -1% | -3% | 8%
COc1ccc2c(c1)CC/C(=C\C=C\c1ccccc1OC)C2=O | -10%[46.1 µM] | -4% | 1.0% | 6% | 9% | 6% | -21% | 7%
COc1ccc(CN2CCc3c(c(=O)n4ncc(C(=O)N5CCN(c6ccccc6F)CC5)c4n3C)C2)cc1 | nt | 4% | 3.4% | 0% | 0% | nt | 2% | nt
CC1CCCC(C)N1C(=O)Nc1cccc(Cl)c1 (stereo unspecified) | 8%[46.1 µM] | -3% | 9.1% | -4% | -6% | 2% | 1% | 3%
COc1ccc(C2OCC3(O)C(c4ccc(OC)c(OC)c4)OCC23)cc1OC (stereo unspecified) | 22% | -4% | 1.1% | 0% | -1% | -5% | 2% | 3%
CC(=O)c1c(C)nc2ccc(Cl)cn12 | -8%[46.1 µM] | -6% | -1.5% | 6% | 1% | 2% | -3% | 3%
Cc1cc(CSc2ccccc2)ccc1NC(=O)c1ccc(C)c([N+](=O)[O-])c1 | -14% | 0% | 0.0% | -3% | 9% | -9% | -1% | 1%
CN1CCN(NC(=O)c2ccc(Cl)s2)CC1 | 6% | -2% | -0.4% | 2% | -1% | -6% | 1% | 8%
Cc1ccc(C)c(-c2[nH]c3c(c2-c2c(-n4cccc4)n(C)c(=O)[nH]c2=O)c(=O)[nH]c(=O)n3C)c1 | nt | ? | -1.6% | 7% | 6% | nt | 2% | nt
Cc1cc(C)nc(/N=C(\N)Nc2cc([N+](=O)[O-])ccc2C)n1 | -5%[46.1 µM] | -2% | -1.1% | 5% | -5% | -7% | 1% | 1%
COc1ccccc1CNCC(=O)Nc1ccccc1-n1cccc1 | -6% | 0% | 3.3% | -1% | 4% | 3% | -1% | -22%
O=C(COc1ccc(-c2nnc(N3CCCCC3)c3ccccc23)cc1)N1CCCCC1 | 1%[46.1 µM] | -1% | 1.2% | -5% | -3% | 7% | -4% | 0%
CCCOc1ccc(CN(CCC#N)C(=S)NC(=O)c2ccccc2)cc1 | -18% | -2% | -0.8% | -12% | -6% | 14% | 1% | 6%
O=C(Nc1csc([N+](=O)[O-])c1)Nc1ccccc1Cl | -60% | -2% | -1.0% | 0% | 25µM*[quencher] | 3% | 5% | 3%
O=C(NC1CCCCCC1)c1c(O)c2ccccc2[nH]c1=O | -10%[46.1 µM] | 0% | -0.1% | -2% | -10% | 3% | 0% | -8%

Part of the list above, set out differently:
mol	NPSR antagonist	TexasRed fluor	Epigenetic derep	Tau FP inhib	Tau fluor counter	GLA spleen mod	TRb-SRC2 inh	CBFb-RUNX1 inh
CN1CCN(NC(=O)c2ccc(Cl)s2)CC1	6%	-2%	-0.4%	2%	-1%	-6%	1%	8%
Cc1ccc(C)c(-c2[nH]c3c(c2-c2c(-n4cccc4)n(C)c(=O)[nH]c2=O)c(=O)[nH]c(=O)n3C)c1	nt	?	-1.6%	7%	6%	nt	2%	nt
Cc1cc(C)nc(/N=C(\N)Nc2cc([N+](=O)[O-])ccc2C)n1	-5%[46.1 µM]	-2%	-1.1%	5%	-5%	-7%	1%	1%

Following part
SMILES | NPSR antagonist | TexasRed fluor | Epigenetic derep | Tau FP inhib | Tau fluor counter | GLA spleen mod | TRb-SRC2 inh | CBFb-RUNX1 inh
CCN(c1ccccc1)S(=O)(=O)c1ccc(C(=O)Nc2nnc(COC)o2)cc1 | -3%[46.1 µM] | 0% | 0.0% | ? | ? | 11% | 1% | -8%
CCN(CC)CCC(C)OC(c1ccccc1)c1ccccc1 (stereo unspecified) | -20% | -5% | -1.1% | ? | -1% | 0% | -2% | -1%
CC1CCN(S(=O)(=O)c2cccc(S(=O)(=O)N3CCOCC3)c2)CC1 | -19%[46.1 µM] | -4% | 0.7% | 3% | 1% | -27% | -2% | -2%
COCC(=O)N1CCc2cc(OC)c(OC)cc2C1COc1ccc2c(C)cc(=O)oc2c1 (stereo unspecified) | nt | 0% | 6.9% | -3% | -4% | nt | 0% | nt
CCCCCn1c(=O)c(C(=O)OCC)c(Cl)c2ccccc21 | -31% | -5% | 0.0% | 1% | -13% | 0% | 0% | 25%

This is a subset; the hit share may differ from the screen's.
